FadD28 FP inh: inhibitors of FadD28 bisubstrate probe binding, primary screen, biochemical, fluorescence polarization, single point; Mycobacterium tuberculosis FadD28 fatty-acid-AMP ligase; inhibition, % at 12.5 µM; actives 0.22% (n = 360,000); in the data active means inhibition above about 8.5%, passing the limit was not always enough
FBA Mtb inh: Mtb FBA enzyme inhibitors, primary screen, biochemical, fluorescence, strain H37Rv | actives 2.3% (n = 360,000) | inhibition, % at 1 µM | AID 588726, 2011 | purified M. tuberculosis FBA, fluorescence read-out | Fructose-bisphosphate aldolase (Mycobacterium tuberculosis (strain ATCC 25618 / H37Rv)), …; in the data active means inhibition above about 27%;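 further: 0% = vehicle and 100% = reference inhibitor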
UGM FP inh: M. tuberculosis UGM enzyme inhibitors, primary screen, biochemical, fluorescence polarization, single point | actives 0.06% (n = 320,000) | UDP-galactopyranose mutase (Mycobacterium tuberculosis (strain ATCC 25618 / H37Rv)), … | inhibition, % at 10 µM | purified UGM, fluorescence polarization probe displacement | AID 504406, 2011; in the data active means inhibition above about 10%, passing the limit was not always enough
PfHsp40 yeast: rescue of yeast from PfHsp40 toxicity, primary screen, S. cerevisiae, ATP luminescence; S. cerevisiae expressing PfHsp40, growth rescue; growth rescue, % at 12.5 µM; actives 0.68% (n = 340,000); in the data active means growth rescue above about 28%, passing the limit was not always enough;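 further: yeast W303a lacking pdr1 and pdr3 grown in galactose medium; growth measured after three days at 30 °C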
Vc quorum ag: inducers of Vibrio cholerae quorum light production without autoinducers, primary screen, BH1578 luxS cqsA deficient, single point; activation, % at 18.7 µM; actives 0.16% (n = 350,000); AID 588436, 2011; V. cholerae BH1578 lux reporter, luminescence, 6 h; in the data active means activation mostly above about 9.7%, no sharp cut-off; further: not every result past the cut was called active; inactives centre near 0; reference of the scale not given here
BioA inh: M. tuberculosis BioA enzyme inhibitors, primary screen, biochemical, plate reader, single point, HTS; 7,8-diaminopelargonic acid synthase BioA (Mycobacterium tuberculosis); purified M. tuberculosis BioA enzyme; inhibition, % at 9.99 µM; actives 0.096% (n = 360,000); AID 602481, 2012; in the data active means inhibition above about 40%
GDH-TPI counter: GDH-TPI coupling enzyme inhibitors, primary screen, artefact control for M. tuberculosis FBA inhibitor project, biochemical, absorbance, full deck. GDH-TPI coupled enzyme counterscreen, NADH absorbance. inhibition, % at 4.8 µM. actives 1.2% (n = 360,000). AID 588335, 2011; in the data active means inhibition above about 30%;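 further: 0% = DMSO wells and 100% = wells lacking the enzyme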
Yp Topo-I inh: Yersinia pestis topoisomerase I inhibitors, primary screen, biochemical, cleavage product accumulation, plate reader, single point; AID 504884, 2011; activity, % at 10 µM; DNA topoisomerase I (Yersinia pestis CO92); Y. pestis Topo-I cleavage product accumulation; actives 0.064% (n = 360,000); in the data active means activity above about 50%, passing the limit was not always enough; further: inactives centre near 2
TcdB GH inh: TcdB glycohydrolase inhibitors, primary screen, biochemical, single point, plate reader; TcdB glycohydrolase enzymatic assay; actives 0.24% (n = 350,000); inhibition, % at 9.99 µM; AID 652162, 2013; in the data active means inhibition above about 10%
* hit, by the source's call; i = inactive; . = no result given; & = joins results of further samples.

SMILES | FadD28 FP inh | FBA Mtb inh | UGM FP inh | PfHsp40 yeast | Vc quorum ag | BioA inh | GDH-TPI counter | Yp Topo-I inh | TcdB GH inh
C[C@H](CO)N1C[C@H](C)[C@H](CN(C)Cc2ccc(Oc3ccccc3)cc2)Oc2cc(Br)ccc2S1(=O)=O | -0.8 | -0.2 | . | . | -2.1 | -0.7 | 5.2 | 32.4 | -0.6&0.2
Cn1c(SCC(=O)Nc2ccc(Br)cc2F)nnc1-c1ccco1 | -1.6 | 2.0 | 5.3 | 1.1 | -0.3 | -0.5 | 1.6 | 5.5 | 0.3
COc1cc(OC)c(S(=O)(=O)Nc2ccc(C)cn2)cc1NC(C)=O | -1.0 | -0.1 | 0.5 | -1.5 | i | . | 3.8 | -2.4 | .
COc1cccc(C(=O)NCC(=O)N/N=C/c2ccc3c(c2)OCO3)c1 | -1.0 | -0.9 | 2.5 | 1.9 | -3.3 | -0.7 | 6.2 | 4.7 | -0.7
COc1ccc(N2CCN(Cc3nc4c(c(=O)n(C)c(=O)n4C)n3CC(C)=O)CC2)cc1 | -1.5 | -0.5 | -3.6 | 0.1 | -0.2 | -2.6 | -4.3 | -1.3 | 1.1
O=C(COc1ccc2c(c1)CCC2)Nc1ccccn1 | -0.1 | 1.6 | . | -3.7 | i | -1.0 | -2.1 | 15.1 | 1.5
COC(=O)c1ccc(COc2ccccc2/C=C(\C#N)C(=O)Nc2c(C)cccc2C)cc1 | -3.6 | -0.5 | 2.6 | -0.4 | i | . | 4.0 | 28.5 | 1.1
CCC(=O)Nc1ccccc1Sc1ncnc2scc(-c3ccccc3)c12 | -4.3 | 0.5 | 0.9 | -0.6 | -0.6 | 1.2 | 0.4 | 25.4 | 0.2
COc1cc(=O)[nH]c(SC(C)C(=O)Nc2ccc3ccccc3c2)n1 (stereo not drawn) | -2.0 | 0.0 | 1.2 | 1.4 | -0.8 | -1.3 | -4.5 | -1.6 | 0.8
CC(C)CN1C(Nc2ccccc2)=NC[C@@H]1C | -0.2 | -0.7 | -1.4 | -0.9 | 5.0 | 4.3 | -1.4 | 4.0 | 0.2
C=CCn1c(Cc2c(C)[nH]c3ccccc23)nnc1SCC(=O)NCc1ccc(F)cc1 | -2.0 | 1.4 | -3.5 | 0.3 | i | 0.7 | 0.4 | 17.5 | .
O=C(Nc1cccc(Oc2ccccc2)c1)C1Cc2c(-c3cccc(F)c3)ccnc2O1 (stereo not drawn) | 1.0 | 0.9 | . | . | -0.4 | -0.9 | 4.4 | 28.4 | -8.7
CCOC(=O)C1CCN(C(=O)c2cc3c(=O)n4ccccc4nc3s2)CC1 | -3.3 | 159.2* | -0.7 | -1.2 | i | 1.2 | 14.4 | -2.5 | -1.2
CNC(=S)NNC(=O)c1ccc(=O)n(Cc2cccc(C(F)(F)F)c2)c1 | 0.5 | 1.3 | 2.8 | -2.9 | i | 0.0 | 6.3 | -1.4 | 0.5
O=P(OCC(F)(F)C(F)F)(N1CCOCC1)N1CCOCC1 | 3.6 | 7.8 | -1.5 | -1.0 | 0.7 | 1.0 | -2.6 | 6.8 | .
CC(C)N1CCN(Cc2cccc3c2OCO3)CC1CCO (stereo not drawn) | 1.2 | -0.2 | 2.4 | -1.8 | -0.2 | -0.7 | 5.7 | 2.2 | -1.1
NC(=O)C1CCN(C(=O)c2cc3c(s2)CCCCC3)CC1 | -2.4 | -0.4 | -0.7 | -0.4 | i | 6.2 | 1.4 | -1.4 | 0.0
O=Nc1c(O)[nH]c2ccc(Cl)cc12 | -1.6 | -2.4 | 3.1 | -0.3 | -0.2 | 0.2 | 11.9 | -2.9 | 0.2
CCCCNC(=O)C1Cc2cc(S(=O)(=O)N3CCCC3)ccc2N1C(C)=O (stereo not drawn) | -1.6 | 3.0 | -3.0 | 0.4 | -2.1 | -0.2 | 0.0 | 6.6 | -2.2
CCCCCCSc1nnc2[nH]c(=O)cc(N)n12 | -2.4 | 1.6 | 1.3 | -0.9 | -0.1 | . | 4.4 | 0.0 | -0.3
CCCc1ccc(C(=O)NNC(=O)c2ccc(Cl)cc2)cc1 | -0.4 | 0.0 | 0.5 | -0.8 | -0.6 | . | 6.7 | 12.9 | .
COc1ccc(CN(Cc2cccn2C)C(=O)c2cc3cc(OC)ccc3[nH]2)cc1 | 0.5 | 22.3 | 0.7 | -0.4 | i | -0.1 | 1.5 | 51.1* | 0.5
Cc1nn(CC(=O)NC(C)c2ccccc2)c(C)c1[N+](=O)[O-] (stereo not drawn) | -2.3 | 1.6 | -1.2 | 0.1 | i | . | -3.7 | 3.9 | 0.0
CC(=O)Nc1ccc2nsnc2c1 | -2.2 | 12.4 | 0.5 | . | 1.4 | 2.1 | 13.3 | 0.0 | -2.1
CSc1cccc(NC(=O)C2CCCN(S(=O)(=O)c3cnc[nH]3)C2)c1 (stereo not drawn) | -1.9 | -0.8 | . | 1.3 | -0.4 | 0.6 | 4.3 | 1.5 | 1.5

(more compounds)
SMILES | FadD28 FP inh | FBA Mtb inh | UGM FP inh | PfHsp40 yeast | Vc quorum ag | BioA inh | GDH-TPI counter | Yp Topo-I inh | TcdB GH inh
Cc1ccc2c(CC(=O)OC3CCOC3=O)coc2c1 (stereo not drawn) | -1.0 | -0.7 | -1.6 | 1.1 | 0.1 | -1.4 | 15.0 | 2.4 | .
CCOc1ccc(-c2[nH]ncc2-c2ccccc2)c(O)c1 | -2.9 | 2.7 | -2.1 | -0.5 | -0.2 | 2.4 | 3.5 | -3.1 | 2.2
O=C(O)CCS(=O)(=O)Cc1ccccc1Cl | -3.2 | 1.6 | -2.2 | 1.1 | i | -0.9 | 6.7 | 5.6 | -0.2
O=C(COC(=O)C1CC1)Nc1nc(-c2ccc(F)c(F)c2)cs1 | -0.2 | 0.3 | -0.1 | 1.2 | -3.8 | -1.1 | -15.1 | -4.7 | 1.3
COc1ccc(/C=C/c2onc(C)c2S(=O)(=O)N2CCC(C(=O)N3CCCCCC3)CC2)cc1 | -1.4 | 0.1 | 1.5 | 5.0 | -2.7 | -1.2 | 19.3 | 36.5 | -0.3
CN(CC(=O)Nc1ccc(F)cc1)C(=O)COC(=O)CN1C(=O)NC2(CCCC2)C1=O | -2.7 | 3.7 | -0.3 | -0.5 | i | -2.4 | 9.8 | -6.3 | 2.1
O=C(CSc1nnc(CNC(=O)c2ccccc2)o1)NCc1ccccc1 | 0.2 | 5.8 | 3.3 | -0.9 | -1.7 | -1.7 | 10.9 | -5.3 | 0.5
CC(C)OCCCNC(=S)NNC(=O)c1ccc(Cl)c(Cl)c1 | -2.2 | -2.6 | -2.8 | -0.2 | i | . | -4.7 | -6.7 | -0.3
CCN1C(=O)c2ccccc2S(=O)c2ccc(C(=O)NCCN(CC(C)C)CC(C)C)cc21 (stereo not drawn) | -1.7 | 2.5 | -0.7 | -0.8 | -7.7 | 14.8 | -0.9 | 13.3 | 0.1
CCc1ccc(-n2cc(-c3ccc(F)cc3)[n+]3c2SCCC3)cc1 | 0.0 | 1.5 | -1.1 | -0.3 | -0.2 | 3.2 | -0.9 | 10.3 | 1.3
COCCCn1c(SCc2ccccc2)nc2cc(OC)c(OC)cc2c1=N | 1.7 | 0.4 | -4.6 | 1.1 | -0.4 | 1.3 | 11.0 | 15.9 | .
CC(C)C(NC(=O)OCc1ccccc1)C(=O)OCC(=O)N1C(C)CCCC1C (stereo not drawn) | 0.5 | 2.6 | -0.7 | -0.3 | i | 1.3 | -10.6 | 15.6 | .
COc1ccc(N2CCN(C(c3ccccc3)c3nnnn3Cc3ccc(F)cc3)CC2)cc1 (stereo not drawn) | -4.1 | 0.2 | 3.1 | 0.7 | -3.3 | -0.8 | -10.1 | 11.9 | .
CCOc1ccccc1NC(=O)c1ccc2ccccc2c1 | -1.7 | 0.7 | -2.5 | 2.1 | -0.3 | 1.0 | 4.2 | -4.3 | -1.1
Cc1cc(C)cc(N2CCN(C(=O)N3CCOCC3)CC2)c1 | -1.8 | 2.9 | -1.5 | 0.2 | -0.2 | 0.2 | -8.8 | 1.6 | .
COc1ccc(-n2c(/C=C3\C(=O)Nc4ccccc43)nc3ccccc3c2=O)cc1 | -1.9 | -0.2 | -0.9 | -0.3 | i | . | 15.2 | -1.3 | 0.1
OCC[C@@H]1C[C@H](O)[C@@H](O)[C@]2(OCc3cc(C(F)(F)F)ccc32)O1 | -0.4 | -0.5 | . | . | . | -2.7 | . | . | 0.2
Cc1cccc(S(=O)(=O)NCCC(=O)OC(C)C(=O)NC(=O)NC2CCCCC2)c1 (stereo not drawn) | -0.3 | 0.2 | -1.2 | 0.8 | i | 0.5 | -2.2 | 23.4 | .
COc1ccc(NC(=O)CSc2c3c(nc4ccccc24)CCC3)c(OC)c1 | -6.4 | -0.7 | 1.4 | 2.4 | i | 0.7 | 1.1 | 20.2 | 4.1
C=CCN1C(=O)c2ccccc2NC1c1ccc(Br)s1 (stereo not drawn) | -9.2 | -0.8 | -0.3 | -0.3 | -0.2 | 2.1 | -2.3 | 3.7 | 0.6
CCOc1ccccc1N(C)C(=O)c1nn(-c2ccc(OC)cc2OC)c(=O)c2ccccc12 | -2.9 | -1.7 | -0.2 | -1.0 | i | -1.0 | -1.9 | 11.2 | 0.3
C=CCn1cc(-c2cccc(C(F)(F)F)c2)cc(C#N)c1=O | -2.2 | 47.4* | -1.1 | 21.5 | -4.1 | -1.6 | 2.5 | -1.0 | 1.6
Cc1ccc(NC2=CC(=O)CC(C)(C)C2)cc1F | -1.7 | 0.6 | -1.1 | 1.6 | 1.9 | 4.1 | 9.9 | 2.9 | 1.5
COc1ccccc1N1CCN(S(=O)(=O)c2ccc3nc(-c4ccccc4)[nH]c3c2)CC1 | -5.7 | -1.2 | -0.9 | 4.8 | i | . | -4.4 | -5.3 | 0.5
CC(=O)Nc1cccc(NC(=O)CSc2ncc(C(=O)Nc3ccccc3)c(=O)n2C)c1 | -2.7 | -3.8 | -1.2 | 0.9 | i | . | 9.1 | 19.7 | -1.1

(next part)
SMILES | FadD28 FP inh | FBA Mtb inh | UGM FP inh | PfHsp40 yeast | Vc quorum ag | BioA inh | GDH-TPI counter | Yp Topo-I inh | TcdB GH inh
CC1CCC(NC(=O)COC(=O)CSc2ccc(C(N)=O)cc2[N+](=O)[O-])CC1 (stereo not drawn) | -1.3 | 2.8 | 0.9 | -0.3 | -1.1 | . | 3.9 | 0.6 | 1.4
CC1COC(=C2C(=O)OCC2C)C1 (stereo not drawn) | -3.1 | -3.0 | . | . | -4.5 | -2.1 | -0.9 | 2.4 | 3.2
CCN(CCn1cccn1)C(=O)c1cc(COc2ccc(F)c(F)c2)on1 | -2.1 | 2.9 | 2.0 | 0.7 | i | -2.5 | 1.7 | -0.7 | 0.8
Cc1cccc(NC(=O)CCN2C(=O)C3C4C=CC(C4)C3C2=O)n1 (stereo not drawn) | -1.8 | -0.4 | -1.3 | 0.0 | -3.4 | -3.3 | 5.3 | -8.2 | .
Cc1cc(C)cc(C(=O)NCC(=O)OCN2C(=O)c3ccccc3C2=O)c1 | -1.2 | 4.0 | 0.7 | 4.6 | 0.8 | -3.1 | -2.9 | -2.1 | 0.1
COc1ccccc1P(=O)(Cc1ccccc1[N+](=O)[O-])c1ccccc1 (stereo not drawn) | -0.4 | -0.8 | -1.5 | -1.3 | i | . | 13.0 | 17.9 | 0.5
